TIM10 inh = growth inhibitors of TIM10 yeast strain | S. cerevisiae TIM10 strain growth, BacTiter-Glo luminescence, 24 h | inhibition, % at 10 µM | 1.4% of 330,000 active | AID 463195;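 active = inhibition of 40% or more at the single tested concentration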;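 also: wild-type TIM10 isogenic control strain grown at permissive 25 °C; 0% = DMSO yeast wells and 100% = minimal medium wells without yeast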
APOBEC3G inh = blocks human APOBEC3G single-stranded DNA deamination | Q9HC16 | recombinant A3G, ssDNA deamination FAM/TAMRA fluorescence | inhibition, % at 20 µM | 0.28% of 330,000 active | AID 493012;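 active = inhibition of at least 40% at 20 µM, with no more than 30% in the related APOBEC3A deaminase screen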;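 also: plate controls were DMSO wells with A3G for no effect and wells lacking A3G enzyme for full effect; some compounds called inactive have numbers as strong as hits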
Target sequence (Q9HC16 whole entry, looked up): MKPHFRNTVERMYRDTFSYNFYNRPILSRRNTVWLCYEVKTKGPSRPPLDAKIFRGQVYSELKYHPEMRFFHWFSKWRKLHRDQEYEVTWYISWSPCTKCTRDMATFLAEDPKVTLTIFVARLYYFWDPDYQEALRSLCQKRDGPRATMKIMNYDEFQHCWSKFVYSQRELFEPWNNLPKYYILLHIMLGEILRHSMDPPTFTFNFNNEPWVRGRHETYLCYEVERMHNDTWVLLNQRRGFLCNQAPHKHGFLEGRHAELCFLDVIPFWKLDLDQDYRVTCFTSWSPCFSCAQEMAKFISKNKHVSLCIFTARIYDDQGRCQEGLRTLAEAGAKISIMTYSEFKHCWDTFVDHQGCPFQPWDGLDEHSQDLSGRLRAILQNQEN
mIAP activ = increases mouse intestinal alkaline phosphatase activity | muIAP, CDP-Star luminescence, 30 min; hits give high values; 1 = vehicle-only enzyme signal, 0 = enzyme-free wells | activation factor at 10 µM | 0.24% of 330,000 active;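 active = activation factor of at least 2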; also: the source names both 10 and 20 µM as test concentration; values of inactives mirror those of a sister screen read the other way
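System: Mouse IAP enzyme | Also added: CDP-Star substrate | Dosing: Compounds dispensed in DMSO | Schedule: 30 min enzyme-substrate-compound incubation at room temperature | Technique: Chemiluminescence readout | Control set: DMSO-only wells and no-enzyme negative control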
hIAP inh = blocks human intestinal alkaline phosphatase; AID 2544; purified IAP, CDP-Star luminescence, 30 min; inhibition, % at 10 µM; 0.12% of 330,000 active;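 active = inhibition reaching a set limit with compound at 10 µM in the primary screen, cut at about 35% in these data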;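 also: plate controls were DMSO wells with enzyme for no effect and no-enzyme buffer wells for full effect; values of inactives mirror those of a sister screen read the other way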
Target sequence (P09923 whole entry, looked up): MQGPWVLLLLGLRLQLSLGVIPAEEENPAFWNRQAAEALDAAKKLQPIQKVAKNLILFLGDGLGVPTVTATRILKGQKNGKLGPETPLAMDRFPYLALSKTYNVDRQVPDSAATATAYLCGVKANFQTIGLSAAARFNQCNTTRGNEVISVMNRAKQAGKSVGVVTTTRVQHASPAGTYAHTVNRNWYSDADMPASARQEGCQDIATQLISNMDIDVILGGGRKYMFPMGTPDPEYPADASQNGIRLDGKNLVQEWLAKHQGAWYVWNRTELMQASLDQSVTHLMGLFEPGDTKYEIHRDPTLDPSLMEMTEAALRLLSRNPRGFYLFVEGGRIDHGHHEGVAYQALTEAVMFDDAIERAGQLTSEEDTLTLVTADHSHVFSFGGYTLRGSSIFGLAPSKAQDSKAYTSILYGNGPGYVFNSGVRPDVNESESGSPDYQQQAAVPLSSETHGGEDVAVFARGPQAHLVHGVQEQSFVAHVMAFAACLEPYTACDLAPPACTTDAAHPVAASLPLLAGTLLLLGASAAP
tim10-1 inh = growth inhibitors of tim10-1 mutant yeast. S. cerevisiae tim10-1 ts strain growth, BacTiter-Glo, 24 h. inhibition, % at 20 µM. 2.2% of 330,000 active;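 active = inhibition of at least 40%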;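 also: mutant grown at 25 °C; 0% = DMSO wells with yeast and 100% = wells holding no yeast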
A3A deaminase = human APOBEC3A DNA deaminase inhibition | P31941 | recombinant A3A, FAM/TAMRA ssDNA deamination fluorescence | inhibition, % at 20 µM | 0.41% of 330,000 active | AID 493011;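 active = at least 40% inhibition at 20 µM here, with at most 30% in a related deaminase screen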;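 also: plate controls were A3A with DMSO for no effect and wells lacking A3A enzyme for full effect; some results filed as inactive read as strong as hits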
Target sequence (P31941 whole entry, looked up): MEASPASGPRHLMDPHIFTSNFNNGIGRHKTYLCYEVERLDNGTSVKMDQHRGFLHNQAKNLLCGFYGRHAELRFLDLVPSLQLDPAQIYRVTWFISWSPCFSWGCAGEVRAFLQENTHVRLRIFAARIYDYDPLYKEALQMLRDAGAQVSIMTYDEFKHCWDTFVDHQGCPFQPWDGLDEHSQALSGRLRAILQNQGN
NLRP3 yeast inh = inhibitors of NALP3 inflammasome in yeast. Yeast reconstituted NLRP3/ASC/caspase-1, beta-gal luminescence, 24 h. inhibition, % at 10 µM. 0.39% of 330,000 active;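 active = inhibition of 50% or more; inactive = inhibition below 50%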;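 also: plate controls were induced DMSO wells for no effect and uninduced yeast grown without galactose for full effect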
mIAP block = blocks mouse intestinal alkaline phosphatase. AID 2806. 0.2% of 330,000 active. purified mouse IAP, CDP-Star luminescence, 30 min. inhibition, % at 10 µM;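 active = inhibition of at least 40% at 10 µM in the primary screen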;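 also: plate controls were DMSO with enzyme for no effect and no enzyme wells for full effect; values of inactives mirror those of a sister screen read the other way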
MIN6 prolif = MIN6 beta-cell proliferation induction; proliferation, % at 10 µM; MIN6 cells proliferation, ATPlite luminescence, 48 h; cells starved in 0.2% serum; 100% = growth in 10% serum; 0.29% of 330,000 active; AID 2380;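 active = compounds whose signal lies at least 3.5 SD above the mean of all wells on their plate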;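 also: 0% = DMSO-treated cells in low-serum medium and 100% = 10% serum control; some compounds called inactive have numbers as strong as hits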
* = called active by the depositor; & = joins results of further samples.

SMILES	TIM10 inh	APOBEC3G inh	mIAP activ	hIAP inh	tim10-1 inh	A3A deaminase	NLRP3 yeast inh	mIAP block	MIN6 prolif
O=C(CCC(=O)N/N=C/c1ccc(Br)o1)N/N=C/c1ccc(Br)o1	0	-2	1.1	-12	1	7	7	-11	-2
Cn1cc(CCC(=O)NCCCc2ccccc2)c2ccccc21	18	-7	1	-9	4	-4	18	-3	-1
COc1ccccc1N1CCN(C(=O)Nc2ccc(F)c(Cl)c2)CC1	29	-2	1.2	4	36	1	17	-17	-3
Cc1cnc(C(=O)OC(C(=O)c2c[nH]c3ccccc23)c2ccccc2)cn1 (stereo not given)	8	6	0.95	-18	21	-3	17	5	-2
CCOC(=O)c1ccc(NC=C2C(=O)OC3(CCCCC3)OC2=O)cc1	-21	-10	1	9	-16	-3	15	-2	-1
CC(C)NC(=O)C(C)Oc1ccc(S(=O)(=O)NCc2ccc3c(c2)OCO3)cc1 (stereo not given)	9	-5	1	-1	12	-3	7	-4	-5
C[N+]1(C2CCC3CCCC2C3O)CCCCC1 (stereo not given)	12	21	0.94	-7	9	65*	-6	6	-3
CCOC(=O)Cc1nnn(CC(=O)OCC)n1	4	-2	0.92	3	-2	-1	-8	8	1
CCOc1ccc(/C=C2\SC(=S)N(N3C(=O)C4CC4C3=O)C2=O)cc1 (stereo not given)	1	2	0.92	10	14	3	8	8	0
Cc1nc2scc(C)n2c(=O)c1S(=O)(=O)NC(C)c1ccccc1 (stereo not given)	14	-5	0.92	-2	30	-3	6	8	4
O=C(N/N=C/c1cc2c(cc1Cl)OCO2)c1cccc(Br)c1	9	-3	0.9	6	-15	7	24	10	11*
CCOc1ccccc1/C=N/NC(=O)CNC(=O)c1ccc(S(=O)(=O)N2CCOCC2)cc1	2	-10	0.92	4	11	-6	-2	8	-1
C/C=C/C=C/C(=O)O	-3	-9	1.1	7	-11	-1	5	-6	0
CCCOc1ccc(OCCOCCN2CCc3ccccc3C2)cc1	11	-4	1	4	11	4	21	-2	-4
C=CCNc1nc(N)c([N+](=O)[O-])c(NCc2ccccc2)n1	-9	17	1.1	6	29	5	14	-7	8.3*
COc1cc(/C=C2\SC(=N)N(c3ccc(F)cc3)C2=O)ccc1O	10	-6	0.95	12	0	-2	-7	5	-3
CCCCOCCCNC(=O)C1CCCCC1	0	-4	1	-5	-6	-2	11	-5	0
O=C(Nc1ccc(F)cc1)N(Cc1cccs1)Cc1cc2cc3c(cc2[nH]c1=O)OCO3	14	-2	0.94	-12	-7	7	21	6	0
CCOC(=O)c1ccc(-n2c(=O)[nH]c3ccccc3c2=O)cc1	-2	-3	1.1	2	17	-1	10	-7	2
Cc1cc(C)c(C#N)c(Oc2ccc(F)cc2)n1	-22	-6	0.9	-7	-4	-5	-58	10	-3
Cc1cc(OCC(=O)NC2CCN(Cc3ccccc3)CC2)c2c(C)cc(=O)oc2c1	-2	2	0.95	-20	2	-2	5	5	-2
COc1cc(/C=N/NC(=O)c2cccnc2)ccc1OC(=O)c1ccc([N+](=O)[O-])cc1	17	-4	0.96	-1	4	1	12	4	-4
NC(=O)c1ccc(NC(=O)CN2CCOCC2)cc1	-4	-3	1.1	-8	-1	0	12	-7	1
CCCOC(c1ccccc1)(c1ccccc1)C(Oc1nc(C)cc(C)n1)C(=O)O (stereo not given)	10	-3	1	4	4	7	10	-2	1
COC(C(=O)N/N=C(\C)c1ccc(O)cc1)c1ccccc1 (stereo not given)	-8	-3	1	-19	-6	-2	10	-4	-2

(more compounds)
SMILES	TIM10 inh	APOBEC3G inh	mIAP activ	hIAP inh	tim10-1 inh	A3A deaminase	NLRP3 yeast inh	mIAP block	MIN6 prolif
C[c-]1[c-](C)[c-](C)[c-](C)[c-]1C.[Fe].c1cc2nccc(N3CCCC3)[c-]2c1 (stereo not given)	-3&13	83&69	1&1	-25&9	13&9	99&93	10&-8	-3&-2	-7&-8
Cc1ccc(NC(=S)c2ccncc2)c(C)c1	-32	-3	0.99	-21	-8	-3	5	1	-1
CC(=O)Oc1ccc(NC(=O)C2CCCCC2)c(C(=O)O)c1	11	0	1	-20	0	4	-5	-4	-2
CC1=NN(c2cccc(Cl)c2)C(=O)C1	34	10	1	10	23	2	22	-4	-7
Cc1ccc(-n2nc(-c3ccccc3)cc2Nc2ccccc2N)cc1	24	-8	0.82	13	26	-1	13	18	-5
CN1CCc2c(sc(NC(=O)C3CCN(S(=O)(=O)c4cccs4)CC3)c2C(N)=O)C1	-1	-3	1.1	-3	-4	0	6	-9	-3
CNn1cnc2ccsc2c1=O	3	-4	1	-4	4	-1	4	0	0
Cc1c(C)c(C)c(/C=[N+](/C)[O-])c(C)c1C	-10	-3	1	-1	10	-3	8	0	0
COc1cc(C2N(c3ccc(Cl)c(Cl)c3)C(=O)C3CCCN32)cc(OC)c1OC (stereo not given)	-11	2	1	0	-11	-2	11	-3	-2
Cc1nn(-c2ccccc2)c(CC(C)(C)C(=O)O)c1C(=O)O	-3	-4	1	33	-3	-2	22	-1	0
CCCCCOC(=O)C1=C(C)Nc2ncnn2C1c1cccs1 (stereo not given)	12	-5	0.97	-4	19	-6	-13	3	-3
COc1ccc2ccccc2c1/C=N/NC(=O)c1cccc(Br)c1	17	-10	0.9	-2	14	-3	26	10	-1
Cc1ccccc1NC(=O)N1C2CCC1CC(O)(c1cccnc1)C2 (stereo not given)	6	-3	0.97	-6	-2	3	-1	2	-1
COc1cccc(NC(=S)N(CCCN2CCN(C)CC2)Cc2ccco2)c1	-15	-9	0.98	6	9	-5	1	2	2
COc1ccccc1CC(NC(C)=O)C(=O)NC1CCN(C(=O)c2cccc(Cl)c2)CC1 (stereo not given)	8	-1	1	10	15	-1	13	-5	-3
COc1cc2c(C(=O)N3CCCc4ccccc43)cn(C)c(=O)c2cc1OC	4	28	1	4	27	-4	17	0	0
Cc1cc(-c2nnc(SCC(=O)Nc3ccc(F)c(F)c3)n2N)n[nH]1	-7	-8	0.93	7	1	-5	10	8	-2
Cc1ccc(S(=O)(=O)N2CCN(C(=O)CSc3nnnn3C)CC2)c(C)c1	14	-6	1.1	-3	14	8	15	-10	4
CN(C)c1ccc(S(=O)(=O)NCC(=O)NCC2CCCCC2)cc1[N+](=O)[O-]	-7	-8	1.1	-4	3	-1	12	-8	0
C/C(=N\NC(=O)c1ccc(Cl)cc1)c1ccc(Br)s1	15	-1	0.93	-10	17	-1	11	7	-4
Cc1ccc(CNC(=O)CCCc2nc3ccccc3s2)cc1	-5	-7	1.1	9	1	-1	33	-11	-2
CC(C)Cc1ccc(C(C)C(N)=Nc2ccc(O)cc2)cc1 (stereo not given)	-43	-6	0.98	-6	-12	-6	31	2	-5
COc1ccc(-n2c(SCC(=O)Nc3ccccc3)nc(O)cc2=O)cc1	-15	-6	0.97	4	-8	-5	14	3	-3
O=S(=O)(/N=C(/Nc1ccc(F)cc1F)c1ccc(Cl)cc1)c1ccccc1	8	0	0.97	-12	-7	-2	1	2	-3
CCOC(=O)c1c(NC(=O)CCC(=O)NCc2ccco2)sc2c1CCCC2	39	-1	0.98	-12	23	1	32	2	-4

(cont.)
SMILES	TIM10 inh	APOBEC3G inh	mIAP activ	hIAP inh	tim10-1 inh	A3A deaminase	NLRP3 yeast inh	mIAP block	MIN6 prolif
CC(C)c1ccc(/C=N/NC(=O)c2cc(-c3cccc([N+](=O)[O-])c3)n[nH]2)cc1	-14	1	0.94	-40	-1	2	18	6	-4
COc1ccc(S(=O)(=O)N(CC(=O)NCc2ccco2)C2CCCCC2)cc1OC	8	-4	0.94	-5	9	-1	15	6	3
OCCN1CCN(c2ncnc3c2sc2nc(N4CCOCC4)c4c(c23)CCC4)CC1	16	11	0.95	-1	24	1	32	5	-3
C(=C\N1CCCCCC1)/c1nnnn1-c1ccc(-c2ccccc2)cc1	23	-5	0.92	19	26	-3	17	8	-3
C=CC[C@@H](CC(=O)N[C@@H](CO)Cc1ccccc1)C(=O)NC[C@@H](OC(=O)[C@@H](CC=C)Cc1ccc(F)cc1)c1ccccc1	7	-10	1	-1	9	-3	32	0	-4
Clc1ccc2nc(CSCc3ccccc3)cn2c1	8	-3	1	-7	10	-2	35	-3	-1
Cc1ccc(S(=O)(=O)N2CCOCC2)cc1NC(=O)CNc1ccccc1N1CCCC1=O	1	6	1.1	12	14	2	9	-9	1
Cc1ccccc1C(=O)NC1CCN(CC(=O)Nc2ccccc2Cl)CC1	4	0	0.89	-47	-2	-3	21	11	-2
O=C(NN1CCOCC1)c1cc(Cl)ccc1Cl	0	1	1	14	6	1	-2	-3	0
O=C(CSc1nnc(NC(=O)c2ccccc2F)s1)NCC1CCCO1 (stereo not given)	-1	3	1	3	-17	1	14	-4	-4
COc1ccc(CN2CCC(C(=O)Nc3ccc(Oc4cccnc4)cc3)CC2)cc1	-7	-8	1.4	-53	-12	3	13	-41	0
O=C(CSC1=NC(=O)C(c2ccccc2)C(=O)N1)Nc1ccccc1[N+](=O)[O-] (stereo not given)	-6	3	0.83	-11	10	9	14	17	-1
O=C(NCc1ccco1)/C(=C/c1ccco1)NC(=O)c1ccco1	18	0	0.96	2	14	-2	3	4	1
COc1ccc(/C=N/NC(=O)CCn2c3ccccc3c3ccccc32)cc1OC	4	0	1.2	-24	20	0	10	-19	1
CC(C(=O)N1CCc2ccccc21)N1CCc2ccccc2C1 (stereo not given)	12	0	0.93	11	13	-1	12	7	-1
COc1ccc(N2CCN(C(=O)c3cn(CC4CCCCC4)nn3)CC2)cc1	2	-3	0.99	-10	0	-4	5	1	-3
CCOc1cc(-c2nc3n(c(=O)c2C#N)CCS3)ccc1O	15	-5	0.98	13	-2	0	17	2	-1
O=C(O)Cc1sc(Nc2cccc3ccccc23)nc1-c1ccc(Cl)cc1	11	0	0.88	-7	2	2	-1	12	-7
O=C(N/N=C/c1sc(=O)n(-c2ccccc2)c1Cl)c1ccccc1	42*	-3	0.97	9	31	-1	6	3	-3
Cc1ccc(S(=O)(=O)CCC(=O)N2CCN(c3ccc(Cl)cc3)CC2)cc1	17	-3	1.1	-6	28	0	12	-8	-2
COCCN(C(=O)CSc1nc2ccc(C)cc2[nH]1)c1c(N)n(Cc2ccccc2)c(=O)[nH]c1=O	3	-3	1	-2	1	-1	22	-3	1
CC(C)C(=O)NC(=S)Nc1c(Cl)ccc2nsnc12	19	-9	0.99	-3	2	-4	3	1	-3
O=C(NCCN1CCOCC1)c1ccc(Cl)c([N+](=O)[O-])c1	-5	-1	1	-16	-16	-4	22	-3	-3
CN(C(=O)C1CCOC1)c1nnc(-c2ccncc2)s1 (stereo not given)	-18	-2	0.97	-20	0	2	4	3	-4
N#Cc1cn(CC(=O)NCC2CCCO2)c2ccccc12 (stereo not given)	14	-7	0.98	-10	16	-6	1	2	-1

Compound profiles, as listed above. Order of values: TIM10 inh | APOBEC3G inh | mIAP activ | hIAP inh | tim10-1 inh | A3A deaminase | NLRP3 yeast inh | mIAP block | MIN6 prolif
Entry for `CCOc1cc(-c2nc3n(c(=O)c2C#N)CCS3)ccc1O` = 15 | -5 | 0.98 | 13 | -2 | 0 | 17 | 2 | -1
Entry for `CC(C)C(=O)NC(=S)Nc1c(Cl)ccc2nsnc12` = 19 | -9 | 0.99 | -3 | 2 | -4 | 3 | 1 | -3
Entry for `O=C(O)Cc1sc(Nc2cccc3ccccc23)nc1-c1ccc(Cl)cc1` = 11 | 0 | 0.88 | -7 | 2 | 2 | -1 | 12 | -7
Entry for `COc1ccc(N2CCN(C(=O)c3cn(CC4CCCCC4)nn3)CC2)cc1` = 2 | -3 | 0.99 | -10 | 0 | -4 | 5 | 1 | -3
Entry for `COCCN(C(=O)CSc1nc2ccc(C)cc2[nH]1)c1c(N)n(Cc2ccccc2)c(=O)[nH]c1=O` = 3 | -3 | 1 | -2 | 1 | -1 | 22 | -3 | 1

Compound activity (PubChem)
